# IDE act – activators of human insulin-degrading enzyme in cells; P14735; HEK cells, FAbeta-B cleavage, fluorescence polarization; 0% vehicle, 100% cell-free pure enzyme wells; activation, % at 5.96 µM; 0.073% of 340,000 active;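 active = activation above the mean of all tested compounds plus 3 SD, set per screening campaign, cut at about 17% in these data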
# GalR3 antagonist – antagonists of human GalR3 | O60755 | HEK293 GalR3-CNG cAMP membrane potential fluorescence; galR3 body fused to GalR1 C-terminus | inhibition, % at 3 µM | 0.44% of 360,000 active;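 active = inhibition above the screen-wide average plus 3 SD, cut at about 13% in these data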;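 also: forskolin and galanin both at EC90 stimulate the cells; cAMP rise reported by CNG channel membrane potential dye signal; 0% = forskolin plus galanin with DMSO and 100% = forskolin alone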
# Target sequence (O60755 1-299 limits assumed): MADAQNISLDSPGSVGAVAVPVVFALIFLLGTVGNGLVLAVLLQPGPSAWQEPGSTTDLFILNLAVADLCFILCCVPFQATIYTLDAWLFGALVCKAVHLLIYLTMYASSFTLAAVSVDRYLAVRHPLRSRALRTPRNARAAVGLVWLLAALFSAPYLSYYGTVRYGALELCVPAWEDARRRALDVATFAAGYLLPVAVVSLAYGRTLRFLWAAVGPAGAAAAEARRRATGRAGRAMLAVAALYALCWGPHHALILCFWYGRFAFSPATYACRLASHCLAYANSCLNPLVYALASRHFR
# CRFR2-BP antag – antagonists of CRF-binding protein/CRF-R2 receptor complex | HEK293 CRF-R2/CRF-BP, CRF-induced calcium fluorescence | inhibition, % at 11.8 µM | 0.59% of 350,000 active;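 active = inhibition of the ligand-induced calcium signal above about 50% at the single tested concentration, limit read from the data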
# CHRM4 PAM – positive allosteric modulators of human muscarinic M4 receptor | CHO-K1 hM4/Gqi5, Fluo-8 calcium fluorescence, ACh EC20; 0% = ACh EC20, 100% = maximal ACh | activation, % at 3 µM | P08173 | 0.4% of 360,000 active;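 active = activation above its plate's cutoff, the mean activation of sample wells plus 3 SD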; also: some results filed as inactive read as strong as hits
# Target sequence (P08173 whole entry, looked up): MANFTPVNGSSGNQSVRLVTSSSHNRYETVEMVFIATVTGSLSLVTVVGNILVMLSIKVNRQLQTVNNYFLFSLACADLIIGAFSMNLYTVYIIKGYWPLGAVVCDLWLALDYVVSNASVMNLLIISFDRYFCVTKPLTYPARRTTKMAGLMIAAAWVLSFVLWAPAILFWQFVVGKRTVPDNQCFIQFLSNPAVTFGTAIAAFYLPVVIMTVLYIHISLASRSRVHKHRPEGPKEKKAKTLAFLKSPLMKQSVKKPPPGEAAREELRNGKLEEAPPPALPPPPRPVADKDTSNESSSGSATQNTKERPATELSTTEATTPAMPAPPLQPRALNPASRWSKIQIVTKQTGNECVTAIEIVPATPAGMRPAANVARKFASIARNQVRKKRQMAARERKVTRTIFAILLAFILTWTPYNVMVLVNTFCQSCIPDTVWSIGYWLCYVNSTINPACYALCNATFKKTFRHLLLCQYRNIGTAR
# p-CIP stab down – p/CIP protein destabilization; F442A p/CIP-EGFP cells, EGFP fluorescence, 16 h; decrease of EGFP signal, % at 10 µM; 0.01% of 290,000 active;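 active = EGFP signal decrease of at least 30% at 10 µM or well 3 SD below plate mean, unless failing retest; inactive = the rest, including hits failing retest or dose response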; also: some compounds called inactive have numbers as strong as hits; many of its hits are not listed in these tables
# CRFBP-R2 agonist – CRF-BP/CRF-R2 complex agonism | HEK293 CRF-R2/CRF-BP, calcium dye fluorescence (FLIPR); percent of saturating CRF peptide response | activation, % at 13.2 µM | 0.46% of 350,000 active | AID 588473;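 active = activation of at least 50%, plus an integration ratio under a set limit after plate pattern correction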;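 also: plate controls were neutral control wells without compound for no effect and CRF at EC100 for full effect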
# IDE cell inh – inhibits human insulin-degrading enzyme in HEK cells | AID 434962 | inhibition, % at 5.59 µM | P14735 | 0.41% of 320,000 active | FAbetaB cleavage, fluorescence polarization;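 active = percent inhibition above the average of all tested compounds plus 3 SD, set per screening campaign, cut at about 16% in these data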;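 also: IDE supplied by intact live HEK cells; FP after avidin binding of uncleaved biotin substrate so inhibition keeps polarization high; 0% = DMSO wells and 100% = 60 µM reference IDE inhibitor Ii1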
# MEKK3 PB1 HTS – MEKK3-MEK5 PB1 interaction, increase or decrease; Q99759; bead-based flow cytometry, Alexa488-MEK5 binding to MEKK3; actives lie on both sides; 0 = blocked by unlabeled MEK5, 100 = vehicle; binding response (% of control), % at 10 µM; 1.4% of 290,000 active;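 active = binding response more than 3 SD above or below the average of its plate-row segment, actives on both sides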;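 also: Alexa488 bead fluorescence after subtracting the streptavidin-only scavenger bead signal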
# PHOSPHO1 block – blocks human PHOSPHO1 phosphatase activity; Q8TCT1; recombinant PHOSPHO1, absorbance phosphatase assay; inhibition, % at 13.3 µM; 1.1% of 290,000 active; AID 1565; in the data active = inhibition above about 60%
# Target sequence (Q8TCT1 whole entry, looked up): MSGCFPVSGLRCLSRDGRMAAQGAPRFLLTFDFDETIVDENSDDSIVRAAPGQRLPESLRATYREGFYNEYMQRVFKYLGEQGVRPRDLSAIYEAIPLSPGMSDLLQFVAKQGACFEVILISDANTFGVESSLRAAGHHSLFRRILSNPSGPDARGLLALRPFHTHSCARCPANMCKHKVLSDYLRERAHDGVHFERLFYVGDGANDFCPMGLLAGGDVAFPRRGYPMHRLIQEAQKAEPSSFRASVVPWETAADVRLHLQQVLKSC
# Starred values were filed as active, the others as inactive; x = not tested or not shown.
SMILES,IDE act,GalR3 antagonist,CRFR2-BP antag,CHRM4 PAM,p-CIP stab down,CRFBP-R2 agonist,IDE cell inh,MEKK3 PB1 HTS,PHOSPHO1 block
Cc1cccc(NC(=O)c2cccc(C(=O)Nc3cccc(C)c3)c2)c1,-2.4,-7.0,-3.9,3.6,-0.5,1.6,-0.5,101.0,15.6
CCC(C(=O)NC1CCCC1)N(C(=O)c1snc(C(N)=O)c1N)c1ccc(OC)c(OC)c1 (configuration not stated),1.4,-11.5,3.7,-1.0,-5.3,-1.0,-3.6,102.0,-112.9
Fc1ccccc1N1CCN(c2ncnc3[nH]ncc23)CC1,5.0,-1.5,-19.2,-4.3,0.5,3.1,4.1,x,14.6
CCOC(=O)C(=CNc1ccc(C(F)(F)F)cc1Cl)C(=O)OCC,7.5,-0.4,-7.7,10.2,-1.7,-1.2,10.8,103.0,31.5
O=C(c1ccc(F)cc1)N1CCN(S(=O)(=O)c2ccc(Br)cc2)CC1,-4.1,-6.6,-5.0,0.9,-4.1,-0.2,-10.4,98.0,38.5
CN=C1S/C(=C\c2ccc(O)c(OC)c2)C(=O)N1C,x,-3.8,3.3,0.4,x,1.5,10.2,x,x
CCOC(=O)c1c(C)n(-c2ccccc2)c2ccc(O)c(CN(C)C)c12,5.4,-11.6,-2.1,-2.4,-9.1,0.2,4.5,85.0,-18.8
CC(=O)OC1=C(C#N)Cn2ccc3cccc1c32,x,x,x,x,4.9,x,2.8,104.0,1.6
CC(C)c1cc(C(=O)NNC(=S)NCc2ccco2)c(O)c(C(C)C)c1,9.8,-3.4,10.0,-8.6,-10.0,6.4,-1.0,101.0,-3.9
CCOc1ccc(C(C)=O)cc1CSc1nc(C)cc(C)n1,-6.9,-1.8,-0.6,13.0,-3.0,-0.1,7.6,106.0,-7.9
COc1ccccc1Oc1ccc(N/C=C/C(=O)c2ccco2)cc1,-3.9,-6.7,-9.3,-15.6,2.3,-0.8,8.7,106.0,39.4
CCOC(=O)Cc1csc(NC(=O)COc2ccccc2)n1,0.2,-2.7,-14.6,3.9,11.0,-3.8,-1.4,94.0,31.1
Cc1c(N=NC2=C(O)CC(C)(C)CC2=O)c(=O)n(-c2ccccc2)n1C,5.5,-2.4,-15.6,0.5,5.0,0.7,5.3,102.0,-12.5
Cn1cnnc1SCC(=O)NC1CCCc2ccccc21 (configuration not stated),0.2,-7.5,5.4,-3.1,1.4,0.1,-3.9,95.0,24.3
Cc1cc(C)cc(N=c2c([N+](=O)[O-])nn(-c3ccc4c(c3)OCCO4)n2O)c1,5.5,0.7,-18.8,-6.6,18.7,0.7,2.8,102.0,11.3
CCCOc1cccc(-c2nn(-c3ccccc3)cc2/C=C(\C#N)C(=O)NCCCn2ccnc2)c1,0.0,4.5,-9.1,-7.6,-14.1,7.2,0.9,103.0,4.1
Cc1cc(C)c2c(c1)NC(c1cc3c(cc1Br)OCO3)C1CC=CC21 (configuration not stated),3.6,-0.6,33.9,1.1,6.1,-3.0,3.3,113.0,-11.0
CC/C(=N\NC(=O)CSc1ncccn1)c1ccc2c(c1)OCCO2,0.9,-6.7,-3.0,-9.0,-3.6,-1.3,-3.8,92.0,3.8
Cc1ccc(N2C(=S)N=C(Nc3ccccc3C)C23CCOC(C)(C)C3)cc1 (configuration not stated),2.3,-4.8,26.7,12.5,5.6,-3.2,5.8,104.0,70.5*
Cn1c(SCC(=O)N2CCCC2)nnc1-c1cnccn1,-2.4,1.9,5.6,10.6,-12.3,-0.3,-4.7,98.0,41.1
CC1N=C(SCC(=O)c2ccc(F)cc2)N2C(C)N=C(SCC(=O)c3ccc(F)cc3)N12 (configuration not stated),x,-4.5,-7.6,-3.4,x,0.1,x,x,x
COc1ccc(C(=O)n2nnc3ccccc32)cc1OC,5.1,-2.9,5.8,-1.2,-1.4,-1.5,0.0,99.0,19.1
Cc1nc(C)c(C(=O)C2=C(O)C(=O)N(CCCn3ccnc3)C2c2ccccc2)s1 (configuration not stated),0.5,-0.2,32.8,8.2,-6.0,-1.2,x,93.0,2.9
O=C(c1cn(-c2ccccc2)nc1-c1cccs1)N1CCOCC1,4.7,-3.8,-16.2,-0.6,-2.0,0.6,5.3,103.0,44.8
O=C(Nc1ccc2c(c1)OCO2)c1ccncc1,-1.3,-5.1,-3.4,5.7,-2.7,0.9,2.6,106.0,11.4

# The listing continues:
SMILES,IDE act,GalR3 antagonist,CRFR2-BP antag,CHRM4 PAM,p-CIP stab down,CRFBP-R2 agonist,IDE cell inh,MEKK3 PB1 HTS,PHOSPHO1 block
CCS(=O)(=O)N1CCC(C(=O)Nc2cc(C)ccc2O)CC1,0.3,-6.8,7.6,0.4,-21.7,3.0,0.5,115.0,18.3
O=C(Nc1cccc(NC(=O)C2CC2)n1)C1CC1,2.4,5.7,7.8,1.9,-23.2,1.1,12.4,122.0,8.4
C=CCn1c(SC2CCOC2=O)nc2sc(CC)cc2c1=O (configuration not stated),-2.5,4.0,-7.0,1.1,-10.5,1.2,3.5,110.0,27.9
COC(=O)c1ccc(C(=O)OC)c(NC(=S)N2CCN(C(=O)C3CCCO3)CC2)c1 (configuration not stated),-1.0,-4.9,-2.1,7.3,5.2,-0.7,5.9,94.0,31.8
CCC(C)C(N)C(=O)N1CCCC1C(=O)NC(C(=O)O)C(C)CC (configuration not stated),5.3,-0.7,5.6,-2.6,x,-0.6,x,x,x
O=C(NNc1ccc(C(F)(F)F)cc1[N+](=O)[O-])c1ccc(NS(=O)(=O)c2ccc(F)cc2)cc1,2.5,-0.8,-18.2,2.9,6.9,-2.4,-7.2,98.0,7.4
CCOc1nc(NCCC2=CCCCC2)nc(N2CCOCC2)n1,2.1,-4.2,1.9,-0.2,3.8,1.1,-0.5,99.0,0.1
CC(C)(C)c1ccc(C(=O)NNC(=O)c2ccc(Cl)cc2)cc1,2.9,0.9,7.5,-2.3,1.2,1.6,2.2,100.0,-19.4
O=C(C[C@@H]1C/C=C\C[C@@H](Cc2ccc(F)cc2)C(=O)OC[C@@H](Cc2ccccc2)NC1=O)N[C@H](CO)Cc1ccccc1,-2.8,-4.5,10.9,-3.8,x,-2.2,2.4,x,x
COc1ccc(C(CNC(=O)Cc2ccccc2F)N2CCCCC2)cc1 (configuration not stated),-0.8,-8.3,3.2,-4.5,1.6,1.1,-3.9,131.0*,40.1
CCN(CC)CCOC(=O)c1ccc(NC(=O)CSc2nnc(-c3cccs3)n2CC)cc1,-4.0,-6.1,-0.1,2.2,x,-0.6,x,x,x
CCN(CC(=O)Nc1c(F)cccc1F)C(=O)/C=C/c1ccc2ccccc2n1,4.5,-4.6,19.2,-3.2,x,-4.5,-1.4,x,x
Cc1ccc2c(c1)cc(CN(CCc1ccccc1)C(=O)N1CCOCC1)c1nnnn12,7.2,1.0,-14.9,2.8,-9.1,-1.9,-2.0,96.0,0.7
Cc1ccc(NC2=C(N3CCOCC3)C(=O)c3ccccc3C2=O)cc1,3.0,2.8,-3.6,3.3,-28.2,0.3,0.2,91.0,27.7
COC(=O)N/N=C(\C)c1ccc(Br)cc1,0.5,-2.5,-10.8,-1.8,5.9,-1.4,2.2,101.0,15.0
Cc1nnc(N(Cc2ccco2)C(=O)c2ccno2)s1,2.8,-2.4,0.4,3.8,-4.2,-2.8,-1.2,101.0,22.8
CC(=O)Nc1ccc(/C(C)=N/NC(=O)c2ccncc2)cc1,2.6,-1.5,-8.6,-2.9,-2.4,-0.6,-1.7,104.0,-106.8
Cc1ccc2nc(NC(=O)CCNS(=O)(=O)c3ccc(Br)s3)sc2c1,2.6,x,-11.8,-5.5,0.9,-1.5,-3.0,104.0,-6.6
CCOC(=O)N1CCN(C(=O)C2CCC(=O)N(CCCc3ccccc3)C2)CC1 (configuration not stated),-2.9,-4.3,0.4,3.5,-4.0,0.6,x,102.0,61.0*
COc1ccccc1CNC(=O)c1ccccc1OCc1ccc(F)cc1,3.0,-16.9,32.2,-10.1,9.3,-0.4,0.9,110.0,3.0
COc1ccccc1C(=O)NNC(=O)c1cccc(O)c1,-5.1,-9.5,13.9,-7.0,-10.8,-1.4,-2.2,104.0,x
COc1cccc(N/C(SC)=C(/C#N)C(=O)NCc2cccs2)c1,-1.8,0.7,10.2,-19.3,-8.6,1.0,-1.4,102.0,-18.8
O=S(=O)(c1ccc(S(=O)(=O)N2CCC3(CC2)OCCO3)cc1)N1CCCC1,10.6,-3.1,3.9,0.7,-10.8,1.4,-0.8,104.0,38.3
Cc1ccccc1OCC(=O)NC(=S)Nc1ccc(N2CCCC2)cc1,-0.7,4.3,0.1,-8.8,4.3,1.8,2.1,102.0,-28.8
O=C(O)COc1ccc(S(=O)(=O)NCCc2ccccc2)cc1,-1.6,-1.6,4.3,6.1,1.4,-1.3,-0.1,105.0,2.0
Brc1ccc(/C=N/c2nc3ccccc3n2CCN2CCOCC2)cc1,4.6,0.5,10.8,2.5,4.5,-2.4,-3.0,102.0,-13.6
Cn1c(=O)c2c(ncn2CC(=O)Nc2nc(-c3ccc(F)c(F)c3)cs2)n(C)c1=O,-5.8,-4.1,7.4,1.3,-8.4,-0.6,2.6,102.0,23.6
COc1ccc(/C=C2/CC/C(=C\c3ccc(OC)c(OC)c3OC)C2=O)c(OC)c1OC,2.1,-9.1,-87.6,-4.2,-3.6,52.2*,5.8,101.0,0.6
O=C(OCc1cnc(Cl)s1)c1ccc(Cl)cc1,4.0,-2.8,24.6,10.6,1.4,-2.5,-2.7,86.0,-22.5

# In the list so far, 10 contain fluorine:
SMILES,IDE act,GalR3 antagonist,CRFR2-BP antag,CHRM4 PAM,p-CIP stab down,CRFBP-R2 agonist,IDE cell inh,MEKK3 PB1 HTS,PHOSPHO1 block
Fc1ccccc1N1CCN(c2ncnc3[nH]ncc23)CC1,5.0,-1.5,-19.2,-4.3,0.5,3.1,4.1,x,14.6
CCOC(=O)C(=CNc1ccc(C(F)(F)F)cc1Cl)C(=O)OCC,7.5,-0.4,-7.7,10.2,-1.7,-1.2,10.8,103.0,31.5
O=C(c1ccc(F)cc1)N1CCN(S(=O)(=O)c2ccc(Br)cc2)CC1,-4.1,-6.6,-5.0,0.9,-4.1,-0.2,-10.4,98.0,38.5
CC1N=C(SCC(=O)c2ccc(F)cc2)N2C(C)N=C(SCC(=O)c3ccc(F)cc3)N12 (configuration not stated),x,-4.5,-7.6,-3.4,x,0.1,x,x,x
O=C(NNc1ccc(C(F)(F)F)cc1[N+](=O)[O-])c1ccc(NS(=O)(=O)c2ccc(F)cc2)cc1,2.5,-0.8,-18.2,2.9,6.9,-2.4,-7.2,98.0,7.4
O=C(C[C@@H]1C/C=C\C[C@@H](Cc2ccc(F)cc2)C(=O)OC[C@@H](Cc2ccccc2)NC1=O)N[C@H](CO)Cc1ccccc1,-2.8,-4.5,10.9,-3.8,x,-2.2,2.4,x,x
COc1ccc(C(CNC(=O)Cc2ccccc2F)N2CCCCC2)cc1 (configuration not stated),-0.8,-8.3,3.2,-4.5,1.6,1.1,-3.9,131.0*,40.1
CCN(CC(=O)Nc1c(F)cccc1F)C(=O)/C=C/c1ccc2ccccc2n1,4.5,-4.6,19.2,-3.2,x,-4.5,-1.4,x,x
COc1ccccc1CNC(=O)c1ccccc1OCc1ccc(F)cc1,3.0,-16.9,32.2,-10.1,9.3,-0.4,0.9,110.0,3.0
Cn1c(=O)c2c(ncn2CC(=O)Nc2nc(-c3ccc(F)c(F)c3)cs2)n(C)c1=O,-5.8,-4.1,7.4,1.3,-8.4,-0.6,2.6,102.0,23.6

# Bioassay records deposited in PubChem by several laboratories.
